Source: PubChem
STEP block – inhibitors of human striatal-enriched phosphatase STEP | P54829 | recombinant STEP, OMFP fluorogenic substrate, fluorescence | inhibition, % at 20 µM | 360,000 compounds, 0.25% hits | AID 588621;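 active = inhibition at 20 µM, scaled per plate between control wells, above about 37%, limit read from the data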;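 also: 0% = DMSO with enzyme and substrate and 100% = substrate only without enzyme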
Target sequence (P54829 whole entry, looked up): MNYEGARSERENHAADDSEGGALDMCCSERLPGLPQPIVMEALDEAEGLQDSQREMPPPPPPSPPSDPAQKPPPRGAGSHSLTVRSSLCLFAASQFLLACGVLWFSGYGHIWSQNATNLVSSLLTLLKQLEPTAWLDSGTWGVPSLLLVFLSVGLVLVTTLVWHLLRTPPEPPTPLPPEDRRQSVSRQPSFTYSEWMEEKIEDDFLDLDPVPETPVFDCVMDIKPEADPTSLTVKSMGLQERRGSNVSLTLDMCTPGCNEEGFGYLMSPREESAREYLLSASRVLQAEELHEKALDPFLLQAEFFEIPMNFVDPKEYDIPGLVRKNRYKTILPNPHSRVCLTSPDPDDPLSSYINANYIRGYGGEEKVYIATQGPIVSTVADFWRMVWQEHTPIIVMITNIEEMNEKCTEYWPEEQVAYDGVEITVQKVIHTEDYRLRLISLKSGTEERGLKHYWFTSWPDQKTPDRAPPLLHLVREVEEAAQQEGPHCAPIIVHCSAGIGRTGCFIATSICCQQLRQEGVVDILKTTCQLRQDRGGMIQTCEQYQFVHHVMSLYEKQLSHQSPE
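System: isolated STEP enzyme; schedule: 20 min enzyme reaction at room temperature, protected from light; medium: Bis-Tris buffer pH 6.0, 2.5 mM DTT, 0.005% Tween 20; signal: fluorescence, 480/540 nm; dosing: single compound dose of 20 µM, 1% DMSO final; also added: OMFP substrate, 25 µM final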
SKN-1 inh – blocks SKN-1 activity in C. elegans; inhibition, % at 21.8 µM; 360,000 compounds, 0.49% hits; AID 624304; C. elegans VP596 Pgst-4::GFP/RFP ratio, acrylamide-induced, 24 h;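 active = interference check ratio from 0.5 to 1.5 plus GFP to RFP signal ratio inhibition reaching or exceeding a fixed threshold, cut at about 30% in these data, passing the limit was not always enough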; also: some compounds called inactive have numbers as strong as hits
Rpn11 inh – Rpn11 (human) deubiquitinase inhibition. calls only at 20 µM. 360,000 compounds, 0.59% hits. O00487. human 26S proteasome, Ub4-pepOG fluorescence polarization; 20S core pre-blocked with epoxomicin. AID 588493;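 active = inhibition at 20 µM, scaled to each plate's controls, above about 33%, limit read from the data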
Target sequence (O00487 whole entry, looked up): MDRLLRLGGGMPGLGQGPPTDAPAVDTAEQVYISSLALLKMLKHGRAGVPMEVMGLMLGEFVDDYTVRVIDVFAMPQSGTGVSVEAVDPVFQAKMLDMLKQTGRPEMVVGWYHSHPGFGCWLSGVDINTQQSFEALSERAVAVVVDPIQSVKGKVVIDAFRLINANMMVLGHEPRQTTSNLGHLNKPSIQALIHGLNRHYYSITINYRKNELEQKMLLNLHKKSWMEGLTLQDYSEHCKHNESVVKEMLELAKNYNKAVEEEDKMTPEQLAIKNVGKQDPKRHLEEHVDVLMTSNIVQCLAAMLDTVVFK
Scp1 inh – blocks human Scp-1 phosphatase activity; Q9GZU7; inhibition, % at 20 µM; AID 493091; Recombinant Scp1, phosphopeptide, malachite green phosphate absorbance; 340,000 compounds, 0.88% hits;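 active = inhibition above about 50% at 20 µM, limit read from the data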;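 also: plate controls were DMSO wells with enzyme for no effect and wells lacking enzyme for full effect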
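System: truncated SCP-1 phosphatase (76-261aa); medium: Tris acetate buffer pH 5.5 with MgCl2 and Tween-20; incubation: 45 min room-temperature reaction, 5 min colour, 30 min stabiliser; compound: single 20 µM dose, 1% DMSO; reagent: Phosphorylated 17-residue peptide substrate; read-out: % inhibition at 20 µM; technique: colorimetric free-phosphate detection, absorbance 630 nm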
DNMT1 block – DNMT1 (human) enzyme inhibition | P26358 | DNMT1 molecular beacon, Hinp1I cleavage, fluorescence | inhibition (reported as % activation of signal), % at 10 µM | 360,000 compounds, 0.83% hits | AID 588458; in the data active = inhibition above about 50%
MT1-MMP act inh – MT1-MMP (human) activation inhibition; P50281; HT1080 RFP-PRO-GFP cells, GFP/RFP ratio fluorescence, overnight; percent of plate control window, DMSO zero; GFP/RFP ratio change, % at 20 µM; 360,000 compounds, 0.061% hits; AID 651647;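 active = GFP/RFP ratio change of at least 30% with cell ATP level not reduced by more than half and red fluorescence within 50% of control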; also: strong numbers were not always called active
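Material: RFP-PRO-GFP reporter HT1080 cells. Dosing: single-point 20 µM compound, 1% DMSO. Controls: DMSO and RFP-L50D-GFP cell wells. Timing: cells overnight before dosing, compound overnight, 37 °C, 5% CO2. Measure: GFP/RFP fluorescence ratio.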
SUMO1 PPI mod – alters human SUMO1 binding to SIM partners. P63165. SUMO1 binding to a labelled peptide, TR-FRET, 1 h. inhibition, % at 20 µM. 360,000 compounds, 0.33% hits. AID 602429; in the data active = inhibition above about 37%
Target sequence (P63165 whole entry, looked up): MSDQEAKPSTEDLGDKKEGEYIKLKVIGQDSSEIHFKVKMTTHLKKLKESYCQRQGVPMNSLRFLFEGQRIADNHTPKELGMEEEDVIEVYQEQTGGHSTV
LMPTP block – blocks human LMPTP phosphatase; P24666; recombinant LMPTP-A, OMFP fluorogenic substrate, fluorescence intensity; inhibition, % at 20 µM; 360,000 compounds, 0.22% hits;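 active = compounds that cut the enzyme signal by at least half of the control window in the single-dose screen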;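 also: plate controls were DMSO wells with enzyme plus substrate for no effect and substrate without enzyme for full effect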
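Assay system: LMPTP-A, protein tyrosine phosphatase of low molecular weight / Medium: pH 6.0 Bis-Tris buffer with DTT and Triton X-100 / Schedule: 50 min enzyme reaction at room temperature, protected from light / Measured by: endpoint fluorescence intensity from OMFP dephosphorylation / Read-out basis: % inhibition relative to no-enzyme and uninhibited control wells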
NadD inh – NadD (S. aureus) enzyme inhibition | 360,000 compounds, 0.78% hits | inhibition, % at 20 µM | purified NadD enzyme, colorimetric absorbance read-out | AID 602399; in the data active = inhibition above about 26%; also: some compounds past the cut are filed as inactive
NRP1-CendR mod – NRP-1/CendR interaction modulation; O14786; FAM-RPARPAR peptide binding to NRP-1, fluorescence polarization; inhibition, % at 25 µM; 360,000 compounds, 0.85% hits;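 active = inhibition or corrected inhibition above about 18%, plus a signal ratio from 0.5 to 1.5, limit read from the data, passing the limit was not always enough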; also: strong numbers were not always called active
Starred values were filed as active, the others as inactive; i = inactive; · = no result given.

entry	molecule	STEP block	SKN-1 inh	Rpn11 inh	Scp1 inh	DNMT1 block	MT1-MMP act inh	SUMO1 PPI mod	LMPTP block	NadD inh	NRP1-CendR mod
1	O=C(NC(Cc1ccccc1)C(=O)N1CCN(c2ccccc2O)CC1)c1ccccc1 (configuration not stated)	-1	16	i	-1	-3	1	2	1.6	5	-4
2	CCOC(=O)c1cnn2c(C(F)(F)F)cc(-c3ccco3)nc12	4	-1	i	-1	1	5	-13	0.1	1	6
3	COc1ccc(CC(=O)NCC(c2ccc(OC)cc2)N(C)C)cc1 (configuration not stated)	-2	-5	i	2	3	-5	-1	0.1	1	-12
4	O=C(N/N=C/C=C/c1ccco1)C(O)c1ccccc1 (configuration not stated)	-1	7	i	62*	39	-5	-2	-0.6	-2	-13
5	C=CCn1c(CCC(O)COCCC)n[nH]c1=S (configuration not stated)	-3	-6	i	-5	-1	0	-2	-0.8	-6	-10
6	Cc1cccc(C(=O)OCC(=O)NC2CC2)c1O	-1	5	i	-5	2	0	-1	-1.3	0	5
7	CCOc1ccc(S(=O)(=O)N2CCOCC2)cc1NC(=O)CCOc1ccc(C(C)(C)C)cc1	4	-3	i	-1	-5	2	2	1.2	1	7
8	COc1ccccc1NC(=O)COC(=O)/C=C/c1cccs1	-1	-1	i	-5	-2	6	-23	0.3	-5	-9
9	CCCN(C(=O)c1cccc(S(=O)(=O)N2CCN(Cc3ccccc3)CC2)c1)C1CCS(=O)(=O)C1 (configuration not stated)	-2	0	i	-1	1	1	-30	-9.0	12	-3
10	Cc1noc(/C=C/N(C)C)c1S(=O)(=O)N1CCC(C(=O)O)CC1	0	3	i	-14	5	-14	3	-1.8	-2	-2
11	COc1ccc2c(C(=O)CN3CCN(c4ccccc4)CC3)c[nH]c2c1	2	-4	·	-3	-5	-12	-1	1.0	7	-85
12	CC(=O)N(/N=C/c1cccc(C)c1)c1nc(-c2ccc(Br)cc2)cs1	-21	-9	i	3	11	1	2	-0.9	-3	2
13	CCC(C)NC(=O)CSc1nc2c(sc3ccccc32)c(=O)n1CCCN1CCOCC1 (configuration not stated)	-2	4	i	-5	-2	7	0	0.2	0	8
14	Cc1cccc(CN2CCN(C3CN(Cc4ccc([N+](=O)[O-])cc4)S(=O)(=O)C3)CC2)c1 (configuration not stated)	-2	-6	i	·	-3	6	-17	5.0	-5	6
15	COc1cc2c(cc1OC)[C@@H](Cc1ccc(OCCC#N)cc1)N(C)CC2	-2	6	i	4	-4	2	-9	-0.6	-2	-4
16	Cc1ccc(SC(C)C(=O)Nc2ccncc2)cc1 (configuration not stated)	-2	16	i	-13	-1	1	-4	0.1	-3	-7
17	O=C(NNC(=S)NC(=O)c1ccccc1[N+](=O)[O-])c1ccccc1Cl	-1	-1	i	-10	3	4	-7	-0.9	5	6
18	S=c1[nH]nc(C2CCCCC2)n1/N=C/c1ccncc1	0	0	i	-3	3	-12	2	-1.0	1	4
19	Cn1c(=O)oc2cc(S(=O)(=O)N3CCCC(C(=O)Nc4ccc5c(c4)OCCO5)C3)ccc21 (configuration not stated)	-1	4	i	-5	-3	-4	4	0.4	6	-10
20	COc1ccc(-c2nnc(-c3ccccc3O)o2)cc1	1	11	i	-6	-2	-2	-23	0.0	-1	14
21	O=C(O)c1ccc(NC(=O)C2CCN(S(=O)(=O)c3ccc4c(c3)OCCO4)CC2)cc1	-2	-6	i	·	0	-4	3	-1.2	-4	0
22	COc1cccc(OCC(=O)NNC(=O)c2ccc(-c3ccccc3)cc2)c1	0	9	i	18	37	1	-1	3.8	7	-2
23	CC(OC(=O)c1ccco1)C(=O)Nc1ncc(Cl)cc1Cl (configuration not stated)	3	-8	i	-8	4	0	0	-0.6	-4	-5
24	C=Cc1ccc(CN2CCCN(Cc3ccc(Cl)cc3)S2(=O)=O)cc1	1	19	i	-17	0	3	3	4.3	0	8
25	Cc1cccc(OCCC(=O)NCC(c2ccco2)N2CCCCC2)c1 (configuration not stated)	-3	8	i	-4	0	3	0	-0.5	2	-6
26	Cc1cc(OC(=O)c2ccco2)c2c(C)cc(=O)oc2c1	0	1	i	-3	5	3	-1	0.5	3	-19
27	CCN(CC(=O)Nc1ccc2c(c1)OCCO2)S(=O)(=O)c1cccs1	-6	-3	i	-10	-5	7	0	-0.5	9	-2
28	COc1ccc(-c2nc3ccccc3[nH]2)cc1	0	14	i	-5	2	14	0	1.4	-7	12
29	CC(C)(C)NC(=O)COC(=O)/C=C/c1ccccc1[N+](=O)[O-]	1	9	i	-6	2	-6	-18	-0.2	-7	-7
30	COc1ccccc1C(=O)NCc1ccccn1	0	10	i	-13	2	-2	5	-1.5	-5	0
31	Nn1c(-c2cccc([N+](=O)[O-])c2)nc2ccccc2c1=O	0	-4	i	9	-1	3	-18	-1.3	-4	5
32	CC(C(=O)NCCCc1ccccc1)c1ccc([N+](=O)[O-])cc1 (configuration not stated)	-1	2	i	-5	-2	-5	-11	-1.0	7	4
33	COc1ccccc1OCCCCn1ncc2ccc(OC)c(OC)c2c1=O	-1	-17	i	-4	-1	-2	-2	-0.6	-1	8
34	NNc1nc2c(-c3cccc(C(F)(F)F)c3)nnn2c2ccccc12	-1	-1	·	1	13	-63	6	-0.4	25	119
35	COc1ccc(-c2ccc(C(=O)Nc3cccc(C(C)=O)c3)c3occc23)c(C)c1	2	17	i	·	-12	-7	-3	3.6	-17	-4
36	COc1cccc(CN(CC2CCCO2)S(=O)(=O)c2ccc(S(=O)(=O)N(C)C)cc2)c1 (configuration not stated)	2	11	i	0	1	-2	-2	0.0	-14	-9
37	Cc1cccc(NC(=O)CN2C(=O)N/C(=C/c3cc(C)n(-c4ccncc4)c3C)C2=O)c1	1	8	i	-3	49	4	-9	4.5	5	-11
38	CCCCCCCCCCCCN1[C@@H](CC(=O)OC)c2cc(C(F)(F)F)ccc2S1(=O)=O	1	8	i	-3	3	1	5	2.9	10	14
39	CCOc1ccccc1Nc1nc(N)nc(CN2CCCCC2C)n1 (configuration not stated)	-2	3	i	-4	1	-2	0	-1.2	-1	8
40	CCOc1cc(C2CC(=O)NC3=C2C(=O)C(C(=O)OC)C(C)C3)cc(Br)c1O (configuration not stated)	0	8	i	3	-2	-3	1	-2.2	-5	9
41	Cc1ccc(-c2c(C)cc3oc(=O)cc(-c4ccccc4)c3c2C)cc1	3	7	i	-4	-1	0	0	5.0	4	14
42	C=CCN1CCN(C(c2ccccc2)c2nnnn2CCC(C)C)CC1 (configuration not stated)	0	2	i	3	0	-1	-2	-5.8	1	5
43	COC(=O)[C@@H]1C[C@H]2CC[C@H](O)C[C@H]2N1Cc1ccc(N2CCN(C)CC2)cc1	-2	-1	i	-2	2	1	-4	-1.2	-1	20
44	COc1cccc(CNC(=O)C2CCCN(c3nn4c(=O)cc(C)nc4s3)C2)c1 (configuration not stated)	0	4	i	1	2	6	-1	-0.9	-6	9
45	Cc1ccc(NC(=O)Cc2nc(CN(C)CC(=O)Nc3ccc(C)cc3)cs2)cc1	-4	5	i	-9	-11	2	-1	-1.0	-5	-11
46	O=c1[nH]c(=O)c2nc3ccccc3nc2[nH]1	-1	9	i	-2	3	-2	-28	-1.7	-6	19
47	Cc1cc(/C=N/NC(=O)c2c(Br)cnn2C)c(C)n1-c1cccc(Br)c1	4	11	i	-11	-6	1	3	0.8	7	-4
48	Cc1ccc(CNc2ccc3c(c2)nc(C)n3C)cc1	0	6	i	-9	0	3	2	-1.4	-8	-1

Compounds above that have a thiophene ring, fused or not, in the order listed:
entry	molecule	STEP block	SKN-1 inh	Rpn11 inh	Scp1 inh	DNMT1 block	MT1-MMP act inh	SUMO1 PPI mod	LMPTP block	NadD inh	NRP1-CendR mod
8	COc1ccccc1NC(=O)COC(=O)/C=C/c1cccs1	-1	-1	i	-5	-2	6	-23	0.3	-5	-9
13	CCC(C)NC(=O)CSc1nc2c(sc3ccccc32)c(=O)n1CCCN1CCOCC1 (configuration not stated)	-2	4	i	-5	-2	7	0	0.2	0	8
27	CCN(CC(=O)Nc1ccc2c(c1)OCCO2)S(=O)(=O)c1cccs1	-6	-3	i	-10	-5	7	0	-0.5	9	-2

More records:
entry	molecule	STEP block	SKN-1 inh	Rpn11 inh	Scp1 inh	DNMT1 block	MT1-MMP act inh	SUMO1 PPI mod	LMPTP block	NadD inh	NRP1-CendR mod
49	COc1ccc(-c2[nH]c(-c3ccc(C(=O)O)cc3)nc2-c2ccccc2)cc1	-5	3	i	10	-6	1	6	0.2	7	-2
50	O=C(Nc1c2c(nn1-c1ccc([N+](=O)[O-])cc1)CS(=O)(=O)C2)C1CC1	0	5	i	-5	1	1	-30	-0.9	-3	2
51	COc1ccc(NC(=S)NCCN2CCOCC2)cc1	1	6	i	-6	-1	0	3	-1.4	0	11
52	COc1ccccc1/C=C/C1NC(=O)NC(C)=C1C(=O)OC(C)C (configuration not stated)	0	-3	i	-5	-1	3	-3	-0.6	-2	-2
53	CN(C)C(=O)c1ccccc1-c1ccccc1	-3	-16	i	-5	-1	0	-2	-0.9	-5	12
54	CC(C)NC(=O)C1(c2ccccc2)CC1(Cl)Cl (configuration not stated)	-1	3	i	-3	-2	1	1	-1.1	0	4
55	COc1cccc(CN(C)C(=O)c2sccc2-c2ccccc2)c1OC	-1	0	i	-10	2	-4	7	-2.0	-4	-3
56	CCSc1nc2ccc(C)cc2cc1C#N	-3	7	i	-5	0	3	0	0.4	0	6
57	OC(c1ccccc1)(c1ccccc1)C1CCN(CCCOc2ccc3c(c2)CCCC3)CC1	·	4	·	·	·	-18	-23	9.1	10	2
58	COCCN(C(=O)C(C)N1C(=O)c2ccccc2C1=O)c1c(N)n(CC(C)C)c(=O)[nH]c1=O (configuration not stated)	-1	22	i	-2	1	-1	0	-0.7	0	2
59	O=C(Nc1cccnc1)C1(c2ccccc2)CCCC1	-9	-25	i	0	2	-6	-1	0.5	-7	-3
60	CCOC(=O)C1=C(C)Nc2ccccc2N=C1NC(=O)Cc1ccc(OC)cc1	0	-5	i	-5	1	0	-1	-1.3	-3	-3
61	Cc1ccccc1CNC(=O)c1ccc2ccccc2n1	2	2	i	-4	1	-1	-8	4.1	-2	11
62	COc1cc(CNC(=O)c2cc(-c3ccc(F)cc3C)n[nH]2)cc(OC)c1	-3	32	i	·	-4	5	3	0.2	-1	4
63	Nc1nc(N2CCN(Cc3ccccc3)CC2)n[nH]1	0	6	i	0	0	-2	-3	2.3	-2	8

A few values from the list.
For NRP1-CendR mod, entry 20 reads 14
For LMPTP block, entry 44 reads -0.9
For Scp1 inh, entry 9 reads -1
For SUMO1 PPI mod, entry 8 reads -23
